# Source: PubChem BioAssay (National Center for Advancing Translational Sciences (NCATS))
# Luc counter: Kinase-Glo luciferase inhibition (counter-screen); Q27757; Kinase-Glo luciferase, ATP luminescence, 8 min; Potency, µM (doses to about 38.3 µM), for inactives: at the top dose activity change, negative = inhibition, most hits filed as inhibitors; hit rate 0.28% among 200,000; AID 1379; note: % is set by controls: 0 for no effect and ±100 for the full control effect; nearly all actives have a fitted effect of over 60% in size
#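 Compounds were added to a substrate mix at pH 7.2 (50 mM imidazole, 10 uM ATP, within the enzyme's linear range), followed by Kinase-Glo detection reagent; luminescence was measured after 8 minutes at ambient temperature.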
# Epigenetic derep: regulators of epigenetic silencing causing reporter derepression in mouse cells; murine LDR cells, GFP reporter derepression, 30 h; Potency, µM (highest dose often 53.9 µM), inactives show at the top dose GFP activation, actives largely listed as activators; hit rate 0.2% among 280,000; note: % of control where 0% means no effect; nearly all actives have a fitted effect of over 60% in size
#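 Readout is the number of GFP-expressing murine LDR cells, counted by cytometry following washing. Cells were treated with compound for 30 h at 37 C; the stably integrated CMV-GFP locus is normally silent.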
# NPSR antagonist: blocks cAMP signaling of the human neuropeptide S receptor; Q6W5P4; CHO-NPSR cells, cAMP TR-FRET, antagonist mode; Potency, µM (doses to about 38.3 µM), for inactives: top-dose activity change, negative = inhibition, hits mostly inhibitors; hit rate 1% among 220,000; AID 1461; note: % is set by controls: 0 for no effect and ±100 for the full control effect; nearly all actives have a fitted effect of over 50% in size; many of its hits are not listed in these tables
# IMPase Li inh: IMPase inhibition in cells with lithium potentiation; CHO-M1 cells, IP1 TR-FRET (IP-One), carbachol + lithium; Potency, µM (titrated, usually from 59.4 µM), for inactives: at the top dose activity, negative = IMPase inhibition, hits mostly inhibitors; hit rate 0.35% among 210,000;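 note: IP1 builds up when IMPase is blocked and the TR-FRET signal falls; plate controls were basal vehicle for no effect and high inhibitor control for full effect; nearly all actives have a fitted effect of over 50% in size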
#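 CHO-M1, 2000 cells/well, 16–30 h culture; cpd + low Li+, 30 min 37C; lysis with d2-IP1/Eu-anti-IP1 Ab, 10 min RT; TR-FRET 665/620 ratio and 620 channel; AC50 via Hill.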
# SMN2 splice enh: enhancers of SMN2 splice variant expression; HEK293 SMN2-luciferase splicing reporter, luminescence, 30-36 h; Potency, µM (series often up to 46.1 µM), for inactives: at the top dose activity change, positive = activation, actives largely listed as activators; hit rate 2.8% among 210,000; AID 1458; note: % of control where 0% means no effect; nearly all actives have a fitted effect of over 55% in size
#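 qHTS luciferase splicing reporter: luminescence rises when SMN2 exon 7 is included in transfected HEK293 cells. Compound exposure lasted 30-36 h at 37C, with 4.5 mM final sodium butyrate as control, followed by a ONE-Glo read.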
# KDM4E inh: inhibitors of human JMJD2E histone demethylase; JMJD2E catalytic domain, FDH-coupled NADH fluorescence (FDH is formaldehyde dehydrogenase); AID 2147; Potency, µM (series often up to 57.1 µM), for the others: top-dose activity change, negative = inhibition, usual class: inhibitors; B2RXH2; hit rate 1.6% among 230,000; active = well fitted inhibition curve with a large enough effect, not every such curve was filed as active; inconclusive = small, poorly fitted or top-dose-only effect, or another doubt; inactive = no such curve, though single readings can be large or run the other way;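 note: 0% = wells with enzyme and -100% = buffer wells without enzyme; nearly all actives have a fitted effect of over 50% in size; many of its hits are not listed in these tables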
# Target sequence (B2RXH2 1-337 limits assumed): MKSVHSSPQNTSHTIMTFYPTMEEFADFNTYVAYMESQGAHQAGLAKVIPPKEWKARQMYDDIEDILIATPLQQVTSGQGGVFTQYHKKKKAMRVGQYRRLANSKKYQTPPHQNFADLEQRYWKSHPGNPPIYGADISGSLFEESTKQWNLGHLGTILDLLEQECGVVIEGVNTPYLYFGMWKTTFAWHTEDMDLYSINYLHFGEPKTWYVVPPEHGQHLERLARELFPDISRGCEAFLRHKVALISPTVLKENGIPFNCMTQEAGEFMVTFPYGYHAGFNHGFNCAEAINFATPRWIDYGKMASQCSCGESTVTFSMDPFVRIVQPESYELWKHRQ
# RECQ1 inh: inhibitors of human RECQ1 DNA helicase; hit rate 0.54% among 240,000; AID 2549; Potency, µM (highest dose often 57.3 µM), without a hit: at the top dose activity, negative = inhibition, usual class: inhibitors; RECQ1 DNA unwinding, red fluorescence kinetic read;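 note: plate controls were vehicle for no effect and no enzyme for full effect; nearly all actives have a fitted effect of over 30% in size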
# Target sequence (P46063 whole entry, looked up): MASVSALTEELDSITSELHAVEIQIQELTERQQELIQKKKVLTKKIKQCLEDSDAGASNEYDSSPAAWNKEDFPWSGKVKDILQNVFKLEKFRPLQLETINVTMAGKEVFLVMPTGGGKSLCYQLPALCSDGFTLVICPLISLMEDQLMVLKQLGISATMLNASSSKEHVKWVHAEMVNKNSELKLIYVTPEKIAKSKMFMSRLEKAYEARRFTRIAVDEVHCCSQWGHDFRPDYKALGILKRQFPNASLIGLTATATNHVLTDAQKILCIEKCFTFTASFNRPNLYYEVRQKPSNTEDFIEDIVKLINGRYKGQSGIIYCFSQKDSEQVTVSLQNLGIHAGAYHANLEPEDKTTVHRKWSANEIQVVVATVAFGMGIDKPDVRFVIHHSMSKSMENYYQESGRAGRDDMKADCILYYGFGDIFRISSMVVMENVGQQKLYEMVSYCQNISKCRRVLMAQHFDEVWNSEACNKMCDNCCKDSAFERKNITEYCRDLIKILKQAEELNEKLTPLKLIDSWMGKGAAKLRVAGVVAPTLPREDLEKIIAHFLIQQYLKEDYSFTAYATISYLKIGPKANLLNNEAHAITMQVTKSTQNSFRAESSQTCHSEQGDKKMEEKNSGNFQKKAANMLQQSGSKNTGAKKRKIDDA
#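 50 nM RECQ1T1 preincubated 15 min with compound in Tris pH 8.0 buffer with MgCl2, DTT, Tween-20 and 2.5 ug/ml poly(dI-dC); started with 200 nM TAMRA/BHQ-2 forked duplex and 2 mM ATP. Unwinding read as fluorescence (525/598 nm), two reads 2 h apart.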
# GoLoco inh red: inhibitors of human Gai1-RGS12 GoLoco interaction (red fluorophore). hit rate 0.44% among 230,000. P63096. Potency, µM (series often up to 61.6 µM), inactives show at the top dose activity, negative = inhibition, actives largely listed as inhibitors. Gai1:RGS12 GoLoco peptide FP, rhodamine, 10 min; active = well fitted inhibition curve with a large enough effect, not every such curve was filed as active; inactive = no such curve, though single readings can be large or run the other way; note: % is set by controls: 0 for no effect and ±100 for the full control effect; nearly all actives have a fitted effect of over 30% in size; many of its hits are not listed in these tables
# An asterisk follows results filed as active; i = inactive; ? = inconclusive; . = no result given; [ ] = another dose, or the depositor's remark. Unless noted, calls come from the whole dose curve; as a rule, active = well fitted curve in the direction sought with a large enough effect; inconclusive = small, poorly fitted or top-dose-only effect, or another doubt; inactive = no such curve, though single readings can be large; an effect the other way counts as inactive or inconclusive. Potency is the fitted concentration of half-maximal effect.
# Short keys – A = Luc counter; B = Epigenetic derep; C = NPSR antagonist; D = IMPase Li inh; E = SMN2 splice enh; F = KDM4E inh; G = RECQ1 inh; H = GoLoco inh red
CCc1cccc(C)c1NC(=O)CN1C(=O)c2ccccc2S1(=O)=O
  A = -3%	B = -2.7%	C = 23%[46.1 µM]	D = -2%[38.3 µM]	E = 8%	F = -3%	G = i	H = 2%
O=C(CCc1ccccc1)Nc1ccc(S(=O)(=O)N2CCOCC2)cc1
  A = .	B = 0.9%	C = -16%	D = .	E = .	F = 4%	G = -2%	H = 1%
CCOC(=O)C1C/C(=C\C(C)=O)c2cccc(C(F)(F)F)c2O1 (stereo not given)
  A = 6%[39.9 µM]	B = -1.5%	C = .	D = 11%	E = .	F = .	G = -12%[81.1 µM]	H = 0%[88.7 µM]
O=[N+]([O-])c1ccc(F)cc1OCc1nc(-c2cccs2)no1
  A = -1%	B = 4.1%	C = -16%	D = 3%	E = 16µM*	F = 3%	G = -7%	H = 1%
COC(=O)CSc1nc2[nH]ncc2c(=O)[nH]1
  A = 1%	B = -0.6%	C = 9%	D = 6%	E = 15%	F = -6%	G = 2%	H = 3%
CCOC(=O)C1=C(C)OC(N)=C(C#N)C1c1cc(SCC)oc1C (stereo not given)
  A = 3%	B = 2.4%	C = -22%	D = 8%	E = -4%	F = -13%	G = -2%	H = -2%
C/C(=N/NC(=O)c1cn(-c2cccc(C)n2)cn1)c1ccc(C)cc1
  A = -2%	B = -1.1%	C = -5%[46.1 µM]	D = -8%[38.3 µM]	E = -9%	F = 9%	G = -7%	H = -1%
CCS(=O)(=O)N1Cc2ccccc2CC1C(=O)Nc1nc2c(C)cccc2s1 (stereo not given)
  A = 3%	B = -0.9%	C = -2%	D = 8%	E = ?	F = 25µM*	G = i	H = -10%
S=C1NC2=C(CCCC2)C2(CCCCC2)N1
  A = 3%	B = -0.8%	C = 9%[46.1 µM]	D = 4%	E = -13%	F = -17%	G = -7%	H = -17%
O=C(Cc1ccccc1)Nc1ccc(N2CCCC2)cc1
  A = -7%	B = 1.4%	C = -9%[46.1 µM]	D = 34%[activator][38.3 µM]	E = 16%	F = ?	G = -5%	H = 3%
CCOC(=O)C1CCCC(NS(=O)(=O)c2ccc(NC(C)=O)cc2)C1 (stereo not given)
  A = -2%	B = 1.9%	C = -5%[46.1 µM]	D = 11%[38.3 µM]	E = ?	F = -5%	G = i	H = -3%
COc1ccc2cnn(-c3ccccc3C)c(=O)c2c1OC
  A = -1%	B = 1.4%	C = 4%[46.1 µM]	D = 0%	E = 5%	F = ?	G = -4%	H = 4%
COc1ccccc1CNC(=O)C1Cc2ccccc2C(=O)O1 (stereo not given)
  A = 2%	B = -4.5%	C = 16%	D = -1%	E = 2%	F = 8%	G = i	H = 5%
O=C(CC1C(=O)NCCN1CC(c1ccccc1)c1ccccc1)NCCc1cn[nH]c1 (stereo not given)
  A = 6%	B = 1.9%	C = -8%	D = 4%	E = .	F = -10%	G = -3%	H = -34%
O=C(NCCc1csc(-c2ccccc2)n1)c1cccs1
  A = 1%	B = 0.0%	C = -6%[46.1 µM]	D = 10%[38.3 µM]	E = -18%	F = -11%	G = -13%	H = 5%
Cc1cc(C)cc(OCC(=O)Nc2ccc(N3CCN(S(C)(=O)=O)CC3)cc2)c1
  A = .	B = -1.0%	C = 1%[46.1 µM]	D = .	E = .	F = ?	G = 0%	H = .
Cc1ccc(CNC(=O)c2cc(COc3c(F)cccc3F)on2)s1
  A = -1%	B = 5.8%	C = 18%	D = 26%	E = .	F = -21%	G = -22%	H = 23%
Cc1ccc(S(=O)(=O)N2CCC(C(=O)N[C@@H](C)C(=O)NCCc3ccccc3)CC2)cc1
  A = -1%	B = -0.7%	C = -5%[46.1 µM]	D = -7%[38.3 µM]	E = 10%	F = -4%	G = -2%	H = 6%
COC(=O)[C@@H]1CCCN1C(=O)CCc1nnc(CCc2c[nH]c3ccccc23)o1
  A = -6%	B = -1.1%	C = 44%	D = -6%	E = .	F = 3%	G = -8%	H = 6%
O=C(O)c1ccc2c(c1)C1C=CCC1C(c1cc3c(cc1Br)OCO3)N2 (stereo not given)
  A = -1%	B = -1.0%	C = 57%	D = 7%	E = .	F = -11%	G = -3%	H = 11%
CN(CCCNC(=O)CCCOc1cc(=O)n(C)c2ccccc12)Cc1ccccc1
  A = -1%	B = 0.5%	C = 14%	D = 7%	E = ?	F = -3%	G = 6%	H = -1%
O=c1[nH]ncc2c3ccccc3n(Cc3ccccc3F)c12
  A = -2%	B = 4.6%	C = -3%[46.1 µM]	D = 10µM*	E = 1%	F = ?	G = -1%	H = -16%
COc1ccc(C2CC(=O)c3ccccc3O2)cc1 (stereo not given)
  A = 10%	B = 2.4%	C = 3%	D = 7%	E = -5%	F = 2%	G = -4%	H = 4%
CCOc1ccc(NS(=O)(=O)c2ccc(OC)c(C)c2)cc1
  A = -3%	B = -6.3%	C = -18%[46.1 µM]	D = 26%[38.3 µM]	E = -23%	F = 4%	G = i	H = 8%
c1ccc(-c2nc(-c3ccco3)cs2)nc1
  A = -11%	B = 1.9%	C = -7%[46.1 µM]	D = -8%[38.3 µM]	E = 1%	F = ?	G = -6%	H = -1%
Cc1nn(CC(O)c2ccccc2)c(C)c1Br (stereo not given)
  A = 5%	B = -1.8%	C = -8%[46.1 µM]	D = -7%[38.3 µM]	E = -16%	F = 7%	G = -4%	H = 9%
Cc1ccccc1-c1nc(CS(=O)(=O)CC(=O)NCc2ccccc2)c(C)o1
  A = 3%	B = -0.8%	C = -11%[46.1 µM]	D = 18%[38.3 µM]	E = 11%	F = 63%[activator]	G = -1%	H = -1%
CC(CCc1ccccc1)NCC(O)COc1ccccc1 (stereo not given)
  A = 4%	B = 7.2%	C = -1%	D = 14%	E = -19%	F = -7%	G = i	H = 3%
O=C(NNC(=O)C1C2CCC(C2)C1C(=O)O)c1ccc(Cl)cc1 (stereo not given)
  A = -2%	B = -1.8%	C = 12%	D = 8%	E = 8%	F = 5%	G = i	H = 6%
O=C(NCCNC(=O)c1cc(OCC(F)(F)F)ccc1OCC(F)(F)F)Nc1ccccc1
  A = -1%	B = 0.8%	C = -18%[46.1 µM]	D = 5%[38.3 µM]	E = -14%	F = 1%	G = 10%	H = 3%

# The list goes on; it opens with the three that closed the last part.
# Short keys – A = Luc counter; B = Epigenetic derep; C = NPSR antagonist; D = IMPase Li inh; E = SMN2 splice enh; F = KDM4E inh; G = RECQ1 inh; H = GoLoco inh red
CC(CCc1ccccc1)NCC(O)COc1ccccc1 (stereo not given)
  A = 4%	B = 7.2%	C = -1%	D = 14%	E = -19%	F = -7%	G = i	H = 3%
O=C(NNC(=O)C1C2CCC(C2)C1C(=O)O)c1ccc(Cl)cc1 (stereo not given)
  A = -2%	B = -1.8%	C = 12%	D = 8%	E = 8%	F = 5%	G = i	H = 6%
O=C(NCCNC(=O)c1cc(OCC(F)(F)F)ccc1OCC(F)(F)F)Nc1ccccc1
  A = -1%	B = 0.8%	C = -18%[46.1 µM]	D = 5%[38.3 µM]	E = -14%	F = 1%	G = 10%	H = 3%
CCOc1ccccc1N(CC(=O)N1CCCCCC1)S(C)(=O)=O
  A = 4%	B = -6.3%	C = 3%[46.1 µM]	D = 18%[38.3 µM]	E = -2%	F = 4%	G = -2%	H = 8%
CN1C(=O)CC(N2CCC(C(N)=O)CC2)C1=O (stereo not given)
  A = 8%	B = -1.2%	C = -16%[46.1 µM]	D = -2%	E = -18%	F = 10%	G = -6%	H = 7%
CCOc1ccc(CN2CCNC(=O)C2CC(=O)O)cc1 (stereo not given)
  A = 0%	B = 4.7%	C = -11%	D = 1%	E = .	F = -6%	G = -2%	H = 7%
CCNC(=S)N(Cc1cc2cc(C)cc(C)c2[nH]c1=O)C1CCCC1
  A = 0%	B = 0.0%	C = -30%	D = 6%	E = -11%[1.84 µM]	F = ?	G = -2%	H = 1%
Cc1c(NC(=O)N(C)C)c(=O)n(-c2ccccc2)n1C
  A = 2%	B = 0.0%	C = 13%	D = 1%	E = 21%	F = 3%	G = -4%	H = -7%
Cn1c(=O)c2c(nc(N/N=C\c3ccccc3C(=O)O)n2C)n(C)c1=O
  A = -1%[7.66 µM]	B = .	C = .	D = -8%	E = -13%[9.22 µM]	F = .	G = .	H = 1%[14.2 µM]
CCN(C(=O)CSc1nnc(Cc2ccccc2F)n1N)C1CCS(=O)(=O)C1 (stereo not given)
  A = -4%	B = 1.0%	C = ?	D = 19%[38.3 µM]	E = 7%	F = 2%	G = 0%	H = 12%
O=C(Nc1cccnc1)c1ccc([N+](=O)[O-])cc1Cl
  A = 3%	B = -0.3%	C = -7%	D = 3%	E = -32%[inhibitor]	F = -1%	G = 2%	H = 7%
CCCCC#Cc1ccc2c(c1)COc1c3ccccc3nn1-2
  A = .	B = -1.7%	C = -8%	D = .	E = .	F = 0%	G = i	H = 6%
O=C1Nc2ccc(S(=O)(=O)NCCC3=CCCCC3)c3cccc1c23
  A = 0%	B = -0.8%	C = -1%[46.1 µM]	D = 23%[38.3 µM]	E = -26%	F = ?	G = -15%	H = 12%
CCNc1nc(NC(C)C)nc(Oc2ccc(OCCOc3ccc(C)cc3)nn2)n1
  A = -5%	B = -2.2%	C = -30%[46.1 µM]	D = -4%[38.3 µM]	E = 13%	F = -2%	G = i	H = 8%
CCCSc1nc2sc3c(c2c(=O)[nH]1)CC(C)CC3 (stereo not given)
  A = -1%	B = ?	C = 5%	D = 3%	E = 5%	F = -8%	G = i	H = 4%
O=[N+]([O-])c1ccccc1/C=C/CN1CCCCC1
  A = -1%	B = -0.2%	C = -3%[46.1 µM]	D = 20%[38.3 µM]	E = 7%	F = 0%	G = -13%	H = 6%
NC(=O)c1cc2cc(Br)ccc2oc1=NCc1ccccc1
  A = -5%	B = -2.4%	C = 0%[46.1 µM]	D = 38%[38.3 µM]	E = 4%	F = 2%	G = -8%	H = 4%
COc1ccc(/C=C2/C(=N)N3C(=NC2=O)Sc2cc(S(C)(=O)=O)ccc23)cc1OC
  A = .	B = -0.3%	C = -13%	D = .	E = .	F = ?	G = -3%	H = 6%

# The list is partial; the hit share may differ from the screen's.
